# From PubChem BioAssay
# ER stress rescue = rescue of cells from ER stress-induced death, primary screen, 384-well, CSM14.1, thapsigargin, ATP luminescence (AID 1222). 190,000 tested, under 10 active. CSM14.1 thapsigargin-induced death rescue, ATP luminescence; higher % means a stronger effect. one-dose cellular ATP content (survival), % at 20 µM; EC50 in µM for titrated hits;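 active = EC50 below 50 µM in the dose-response confirmation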;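 also: death triggered by thapsigargin at about 15 µM added after 2 h compound pretreatment; cell ATP read after overnight thapsigargin exposure of roughly 18 to 22 hours; normalized against plate controls of thapsigargin alone and 5% DMSO vehicle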
# human PMI inhibitors = human PMI inhibitors, high substrate, primary screen, biochemical, fluorescence intensity, high mannose 6-phosphate (AID 1220); hit rate 0.66% among 190,000; inhibition, % at 20 µM; hits with a dose series show IC50 in µM; recombinant PMI enzyme, coupled fluorescence intensity; higher % means a stronger effect; Mannose-6-phosphate isomerase (Homo sapiens); in the data active = inhibition above about 50%
# Yfh1-off respiration = enhancers of respiration in Yfh1-depleted yeast, dose response, Friedreich's ataxia, plus single-dose screen (AID 1465). S. cerevisiae Yfh1-off respiration, WST-1 reduction, 72 h; higher fold induction means a stronger effect. one-dose fold induction at 50 µM; EC50 in µM for titrated hits. hit rate 0.074% among 220,000;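 active = fold induction of absorbance versus untreated yeast above a set limit, then at least 30% activation at any dose in follow-up; inconclusive = repeats straddling the limit, or above it without dose testing; inactive = fold induction below the set limit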;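 also: activators that raise dye reduction in frataxin-depleted yeast; strong numbers were not always called active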
# M1AAP inhibition = P. falciparum M1AAP inhibitors, biochemical, fluorogenic H-Leu-NHMec substrate, 1536-well (AID 1445); hit rate 0.42% among 220,000; inhibition, % at 30 µM; hits with a dose series show IC50 in µM; recombinant M1AAP, H-Leu-NHMec fluorogenic kinetic assay; higher % means a stronger effect;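 active = primary inhibition above the hit cutoff, then over 50% inhibition at one or more dose response concentrations, cut at about 23% in these data, passing the limit was not always enough; inconclusive = conflicting primary data, or primary hits not chosen for dose response; inactive = low primary inhibition, or under 50% at every dose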;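 also: plate controls were DMSO full reaction for no effect and no enzyme background for full effect; strong numbers were not always called active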
# XIAP antagonists = XIAP antagonists, biochemical, IAP family, fluorescence polarization (AID 1018) | XIAP BIR domain, fluorescence polarization peptide displacement; higher % means a stronger effect | E3 ubiquitin-protein ligase XIAP (Homo sapiens) | one-dose displacement, % at 20 µM; IC50 in µM for titrated hits | hit rate 0.007% among 200,000; in the data active = displacement above about 50%; also: a part of the inactive calls stands beside numbers as strong as those of hits
# SIAH1 antagonists = Siah-1 peptide-binding antagonists, primary screen, biochemical, fluorescence polarization, rhodamine-plectin, uHTS (AID 1817); displacement, % at 20 µM, or IC50 in µM where a hit was titrated; E3 ubiquitin-protein ligase SIAH1 (Homo sapiens); hit rate 0.02% among 290,000; Siah-1 / rhodamine-plectin peptide fluorescence polarization; higher % means a stronger effect;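 active = displacement of at least 50% at 20 µM, with a fluorescence ratio check between 0.3 and a set limit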;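 also: plate controls were Siah plus tracer with DMSO for no effect and tracer alone without Siah for full effect; strong numbers were not always called active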
# West Nile virus CPE = West Nile virus antiviral activity, cell-based, CPE readout (AID 1621); West Nile virus-infected cells, CPE inhibition; higher % means a stronger effect; CPE inhibition, % at 10 µM; hits with a dose series show IC50 in µM; hit rate 0.02% among 290,000; in the data active = a potency from the dose series; inconclusive = CPE inhibition mostly from about 3.7% at the one dose, without a potency; inactive = the rest, 99 in 100 with CPE inhibition below about 2.2%; also: strong numbers were not always called active
# P. falciparum M17LAP = P. falciparum M17LAP inhibitors, primary screen, biochemical, fluorogenic H-Leu-NHMec substrate, 1536-well (AID 1619); recombinant M17LAP, H-Leu-NHMec fluorogenic kinetic assay; higher % means a stronger effect; inhibition, % at 30 µM, or IC50 in µM where a hit was titrated; hit rate 0.38% among 220,000;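 active = compound inhibiting the enzyme by more than half at any dose during confirmatory dose-response retesting; inconclusive = strong single-dose inhibitors picked by rank but not retested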;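 also: plate controls were full reaction with DMSO carrier for no effect and no enzyme background for full effect; strong numbers were not always called active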
# PhoP inhibition = inhibitors of PhoP regulon expression, primary screen, Salmonella Typhimurium, GFP reporter (AID 1863); S. Typhimurium PhoP-regulated promoter GFP reporter, 4 h; higher % means a stronger effect; one-dose inhibition, % at 50 µM; IC50 in µM for titrated hits; hit rate 0.16% among 300,000;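 active = inhibition over 29.93%, a cutoff 3 SD above the screen mean, later confirmed by dose response; inconclusive = inhibition over 29.93% but no dose response follow-up; inactive = inhibition at most 29.93% or unconfirmed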;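 also: 0% = low Mg2+ inducing control and 100% = high Mg2+ repressing control; strong numbers were not always called active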
# The depositor's hits bear a star; i = inactive; u = inconclusive; x = no result given.
canonical_smiles	ER stress rescue	human PMI inhibitors	Yfh1-off respiration	M1AAP inhibition	XIAP antagonists	SIAH1 antagonists	West Nile virus CPE	P. falciparum M17LAP	PhoP inhibition
O=C(NCc1ccccc1)NC1(C(=O)Nc2ccc3c(c2)OCCO3)CCCCC1	-0.3%	4%	i	3%	2.2%	-1%	0.0%	14%	6%
Cc1ccc(S(=O)(=O)N2CCN(S(=O)(=O)c3ccc4c(c3)OCCO4)CC2)cc1	-1.8%	-3%	i	9%	-5.0%	2%	0.3%	1%	-4%
CCOc1ccc(-c2nnc(-c3ccccc3)n2-c2ccccc2)cc1	0.2%	19%	i	-3%	0.4%	3%	0.2%	-2%	-6%
CN(C)C(=O)c1ccc(-c2cc(C(F)(F)F)nn2C)s1	x	x	i	3%	x	2%	-0.8%	1%	-4%
Cc1nn(-c2ccccc2)c2ncc(C(=O)c3cc(Cl)ccc3O)cc12	2.5%	0%	i	2%	-3.3%	-4%	-1.1%	-20%	-14%
CCOc1ccccc1OCC(=O)NC1CCCCC1	-2.8%	-7%	i	6%	-3.5%	0%	0.1%	6%	-6%
COC(=O)c1ccc(OS(=O)(=O)c2ccc(NC(C)=O)cc2)cc1	-1.5%	6%	i	5%	-0.3%	6%	-0.1%	-1%	3%
O=C(NNc1c(F)c(F)cc(F)c1F)c1cc2ccccc2oc1=O	-2.4%	20%	i	3%	-0.6%	16%	-0.3%	1%	0%

# Retrieved one by one from the list above, 4 records:
canonical_smiles	ER stress rescue	human PMI inhibitors	Yfh1-off respiration	M1AAP inhibition	XIAP antagonists	SIAH1 antagonists	West Nile virus CPE	P. falciparum M17LAP	PhoP inhibition
CCOc1ccccc1OCC(=O)NC1CCCCC1	-2.8%	-7%	i	6%	-3.5%	0%	0.1%	6%	-6%
CCOc1ccc(-c2nnc(-c3ccccc3)n2-c2ccccc2)cc1	0.2%	19%	i	-3%	0.4%	3%	0.2%	-2%	-6%
Cc1ccc(S(=O)(=O)N2CCN(S(=O)(=O)c3ccc4c(c3)OCCO4)CC2)cc1	-1.8%	-3%	i	9%	-5.0%	2%	0.3%	1%	-4%
CN(C)C(=O)c1ccc(-c2cc(C(F)(F)F)nn2C)s1	x	x	i	3%	x	2%	-0.8%	1%	-4%

# Additional records.
canonical_smiles	ER stress rescue	human PMI inhibitors	Yfh1-off respiration	M1AAP inhibition	XIAP antagonists	SIAH1 antagonists	West Nile virus CPE	P. falciparum M17LAP	PhoP inhibition
c1ccc(-c2n[nH]c3ccccc23)cc1	x	4%	i	1%	-8.9%	-2%	0.0%	3%	16%
CCOc1ccc(-c2cc(C(=O)NN3CCN(C)CC3)c3cc(Cl)ccc3n2)cc1	-1.9%	4%	i	3%	-4.3%	3%	-0.7%	3%	2%
Cn1c(Cn2c(=O)sc3ccccc32)nnc1SCC(=O)Nc1ccccc1F	-2.2%	0%	i	6%	-1.6%	9%	-0.3%	-3%	-3%
O=S1(=O)CCC(NC(=S)N2CCOCC2)C1 (stereo unspecified)	-0.2%	2%	i	4%	-9.1%	-2%	0.1%	15%	-9%
CCOCCCNC(=O)CCC(=O)NNc1nc2ccccc2c2nc(-c3ccccc3)nn12	-2.2%	13%	i	-13%	-6.7%	0%	-0.2%	4%	0%
Cc1ccc(C(=O)COc2ccccc2-c2ccccc2)cc1	1.6%	4%	i	7%	-5.7%	-5%	-0.5%	6%	-3%
O=C(c1ccc(S(=O)(=O)Cc2cc(F)ccc2F)c([N+](=O)[O-])c1)N1CCCC1	-2.3%	10%	i	4%	-2.0%	5%	1.1%	9%	8%
OCCNc1nc(N2CCOCC2)nc(N2CCOCC2)n1	-1.0%	-9%	i	2%	-6.1%	-3%	-0.4%	-9%	-1%
Oc1cnn(-c2ccccc2)c1	-2.2%	6%	i	2%	-0.5%	-2%	0.5%	13%	3%
Cc1c(NC(=O)c2ccc3c(c2)C(=O)N(CC2CCCO2)C3=O)cccc1C(=O)O (stereo unspecified)	-3.2%	-1%	x	3%	-5.5%	1%	x	6%	5%
O=C(Nc1ccccc1)N1CCC(C(=O)N(Cc2ccco2)Cc2cccs2)CC1	-0.2%	13%	i	-1%	0.1%	-3%	-0.1%	-3%	-11%
CCOc1ccccc1OCC(=O)NCCc1ccc(S(N)(=O)=O)cc1	0.9%	10%	i	-3%	-5.8%	6%	0.0%	4%	5%
COCCn1c(SCC(=O)c2ccc3c(c2)OCCO3)nnc1C(C)C	-2.1%	-32%	i	3%	-4.1%	1%	0.2%	23%	-5%
Cc1noc(C)c1S(=O)(=O)Nc1cc(C(F)(F)F)ccc1N1CCOCC1	x	x	i	20%	x	-1%	-0.4%	-5%	-5%
Cc1nn(C)c(Cl)c1CN1CCC(CO)(CCOc2ccccc2)CC1	0.4%	11%	i	2%	-7.5%	0%	-2.0%	-7%	1%
CCCC(C)NS(=O)(=O)c1ccccc1 (stereo unspecified)	0.5%	10%	i	3%	-4.7%	2%	-0.2%	9%	15%
O=C1C2ON(c3ccccc3)C(c3cccnc3)C2C(=O)N1Cc1ccccc1 (stereo unspecified)	0.1%	-4%	i	6%	-4.7%	-2%	-0.5%	0%	-10%
CNC(=O)C1Cc2ccccc2CN1S(=O)(=O)c1cccs1 (stereo unspecified)	-2.6%	2%	i	1%	-11%	3%	-0.7%	-8%	3%
C=CCNC(=S)NNC(=O)c1ccc(OCC)cc1	-0.3%	10%	x	-3%	1.7%	0%	x	13%	9%
CSCCC(NS(=O)(=O)/C=C/c1ccccc1)C(=O)NCCc1ccc(S(N)(=O)=O)cc1 (stereo unspecified)	x	x	i	5%	x	1%	0.1%	8%	-5%
Cc1cccc(NC(=O)Cn2nnc(C(=O)NCc3cccs3)c2N)c1C	-0.4%	1%	i	8%	-2.0%	8%	0.4%	0%	0%
Cc1nn(CC(=O)Nc2ccc(Cl)cn2)c(C)c1Br	0.1%	-2%	i	13%	-2.7%	8%	-0.8%	20%	-17%
COc1cccc(OCc2nnc(SCC(=O)OCc3ccccc3)o2)c1	-3.0%	27%	i	2%	-0.7%	4%	u	7%	6%
COc1ccc2cc(CN(CC3CCCO3)C(=O)Nc3ccccc3)c(=O)[nH]c2c1 (stereo unspecified)	-0.7%	-1%	i	4%	-5.1%	-2%	-0.2%	-9%	-6%
CCOC(=O)c1sc(=S)n(-c2ccc(Cl)cc2)c1C	-2.1%	12%	i	7%	-2.8%	0%	0.2%	2%	1%
CC(NC(=O)C(=O)N/N=C\c1ccc([N+](=O)[O-])cc1)c1ccccc1 (stereo unspecified)	-1.0%	-2%	i	10%	-6.0%	0%	-0.8%	10%	0%
COC(=O)c1ccc(C(=O)OC)c(NC(=O)C(C)C)c1	-0.8%	-6%	i	-5%	-8.1%	-2%	1.3%	-2%	-6%
CCN(CC)CC(=O)Nc1ccc(C)cc1Br	-2.5%	4%	i	-8%	-0.6%	0%	0.1%	15%	11%
Cc1ccc(C(=O)N2CCN(S(=O)(=O)c3ccccc3[N+](=O)[O-])CC2)o1	0.9%	-9%	i	8%	-10%	7%	-0.6%	11%	2%
CS(=O)(=O)N1CCC(C(=O)Nc2cc(Cl)cc(Cl)c2)CC1	-1.6%	-2%	i	-2%	-7.1%	11%	-0.6%	-2%	-1%
COc1ccc(Nc2nc(N)nc(CN3CCC(C)CC3)n2)cc1	-3.3%	5%	i	3%	-3.8%	-6%	0.5%	-4%	-4%
Cc1ccc(-c2nnc(NCc3nc4ccccc4[nH]3)c3ccccc23)cc1S(=O)(=O)N1CCCCC1	-0.6%	-18%	i	6%	-1.2%	3%	-0.5%	1%	19%

# The last 2 records of the section before lead into the next:
canonical_smiles	ER stress rescue	human PMI inhibitors	Yfh1-off respiration	M1AAP inhibition	XIAP antagonists	SIAH1 antagonists	West Nile virus CPE	P. falciparum M17LAP	PhoP inhibition
COc1ccc(Nc2nc(N)nc(CN3CCC(C)CC3)n2)cc1	-3.3%	5%	i	3%	-3.8%	-6%	0.5%	-4%	-4%
Cc1ccc(-c2nnc(NCc3nc4ccccc4[nH]3)c3ccccc23)cc1S(=O)(=O)N1CCCCC1	-0.6%	-18%	i	6%	-1.2%	3%	-0.5%	1%	19%
CCOC(=O)CCNc1n[nH]c(=O)[nH]c1=O	-3.1%	2%	i	5%	-2.5%	1%	-0.3%	-5%	-15%
CCOc1ccc(Cc2nnc(N)s2)cc1OCC	x	9%	i	1%	-1.8%	2%	0.1%	-4%	-3%
Cn1c2c(c(=O)n(C)c1=O)CN(CC1CCCO1)CN2 (stereo unspecified)	-2.8%	6%	i	4%	-0.9%	-2%	0.4%	7%	6%
CCCc1nc2ccccc2n1Cc1ccccc1OC	1.6%	1%	i	0%	-7.0%	-1%	-1.5%	2%	-1%
C(=N\n1cnnc1)/c1cn(Cc2ccccc2)c2ccccc12	1.2%	-1%	i	2%	-0.3%	1%	-0.5%	-3%	1%
O=C(Cn1cnc2ccccc2c1=O)NCCC(=O)N1CCN(Cc2ccccc2)CC1	-1.9%	-2%	i	-1%	0.2%	4%	-0.3%	-3%	6%
CN(C(=S)Nc1ccccc1F)C1(c2ccccc2Cl)CCCCC1=O (stereo unspecified)	-1.5%	-6%	i	-8%	-6.7%	-4%	-0.5%	-1%	-8%
COc1cc([N+](=O)[O-])cc2cc(C(=O)NC(C)(C)C)c(=O)oc12	2.2%	16%	i	3%	-2.7%	0%	0.0%	-2%	0%
CCOC(=O)COn1c(=O)c(=O)n(O)c2ccccc21	-0.9%	25%	i	15%	3.4%	-6%	0.4%	13%	-7%
Cc1cc(C)c2c(c1)/C(=N/NS(=O)(=O)c1ccccc1)CCC2	-1.7%	-4%	x	15%	-3.7%	-3%	0.5%	9%	-5%
CSc1ccc(/C=N/N2CCN(Cc3ccc(C)cc3C)CC2)cc1	-1.5%	9%	i	-2%	-0.2%	-1%	-1.0%	2%	-3%
CC(C)(C)S(=O)(=O)c1cnc(-c2cnccn2)nc1N	x	x	i	1%	x	-6%	0.2%	1%	2%
CC(NC(=O)COc1ccccc1)C(c1ccccc1)N1CCN(C)CC1 (stereo unspecified)	1.4%	-8%	i	13%	-2.8%	-5%	0.2%	4%	-6%
O=C(CSc1nnc2ccccn12)Nc1ccccc1C(=O)O	-0.4%	-21%	i	5%	-2.6%	-2%	0.0%	40%	-6%
CN(c1cccc(NC(=O)c2cccc([N+](=O)[O-])c2)c1)S(C)(=O)=O	-1.0%	4%	i	13%	-16%	-2%	-0.5%	1%	-3%
